# IL2 activator: qHTS of IL-2 Activators; IL-2 activation reporter assay, cell-based qHTS; stimulated with anti-CD3/CD4/CD28 beads; in transgenic mouse T cells; activation, % (series mostly up to about 46 µM); hit rate 0.065% among 360,000; in the data active = activation above about 50%; inconclusive = mostly about 30% to 49%; also: 0% is about no effect
#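 Unstimulated transgenic mouse T cells preincubated 60 min with compound, then stimulated with anti-CD3/anti-CD4-coated beads plus anti-CD28 for 18 h at 37 degrees C. IL-2 response read as EGFP and DsRed fluorescence by plate cytometry.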
# GLP-1R agonist: qHTS of GLP-1 Receptor Agonists; AID 624172, 2012; HEK293 GLP-1R CRE-luciferase, luminescence, 4-6 h; cells express a hypersensitive GLP-1R form; Glucagon-like peptide 1 receptor (Homo sapiens), P43220; Potency, µM (doses to about 45.6 µM), for the others: at the top dose activation, actives largely listed as activators; hit rate 0.007% among 380,000; also: potency is read from the fitted curve at half-maximal effect; % of control where 0% means no effect
# Target sequence (P43220 whole entry, looked up): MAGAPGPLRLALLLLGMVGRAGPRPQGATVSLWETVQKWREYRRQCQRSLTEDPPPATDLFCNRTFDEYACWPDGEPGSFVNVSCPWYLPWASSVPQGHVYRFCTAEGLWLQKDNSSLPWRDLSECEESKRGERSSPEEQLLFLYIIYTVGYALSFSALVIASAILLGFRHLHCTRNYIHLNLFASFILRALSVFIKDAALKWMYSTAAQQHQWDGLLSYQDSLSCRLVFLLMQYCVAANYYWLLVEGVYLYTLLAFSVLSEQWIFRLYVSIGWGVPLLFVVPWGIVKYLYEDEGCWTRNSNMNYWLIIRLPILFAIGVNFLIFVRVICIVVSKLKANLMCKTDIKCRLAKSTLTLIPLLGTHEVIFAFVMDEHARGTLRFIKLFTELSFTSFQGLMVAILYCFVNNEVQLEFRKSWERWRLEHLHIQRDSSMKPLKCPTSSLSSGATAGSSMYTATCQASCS
# PLK1 PBD block: qHTS for Inhibitors of PLK1-PDB (polo-like kinase 1 - polo-box domain): Primary Screen; AID 720504, 2013; Plk1 PBD binding of FITC phosphopeptide, fluorescence polarization; hit rate 2.8% among 360,000; Potency, µM, inactives show max response, negative = inhibition, usual class: inhibitors; Serine/threonine-protein kinase PLK1 (Homo sapiens), P53350; also: potency is read from the fitted curve at half-maximal effect; series mostly up to about 57 µM; % is scaled to controls: 0 for no effect and ±100 for the full control effect; nearly all actives have a fitted effect of over 65% in size
# Target sequence (P53350 whole entry, looked up, the tested form may be a part): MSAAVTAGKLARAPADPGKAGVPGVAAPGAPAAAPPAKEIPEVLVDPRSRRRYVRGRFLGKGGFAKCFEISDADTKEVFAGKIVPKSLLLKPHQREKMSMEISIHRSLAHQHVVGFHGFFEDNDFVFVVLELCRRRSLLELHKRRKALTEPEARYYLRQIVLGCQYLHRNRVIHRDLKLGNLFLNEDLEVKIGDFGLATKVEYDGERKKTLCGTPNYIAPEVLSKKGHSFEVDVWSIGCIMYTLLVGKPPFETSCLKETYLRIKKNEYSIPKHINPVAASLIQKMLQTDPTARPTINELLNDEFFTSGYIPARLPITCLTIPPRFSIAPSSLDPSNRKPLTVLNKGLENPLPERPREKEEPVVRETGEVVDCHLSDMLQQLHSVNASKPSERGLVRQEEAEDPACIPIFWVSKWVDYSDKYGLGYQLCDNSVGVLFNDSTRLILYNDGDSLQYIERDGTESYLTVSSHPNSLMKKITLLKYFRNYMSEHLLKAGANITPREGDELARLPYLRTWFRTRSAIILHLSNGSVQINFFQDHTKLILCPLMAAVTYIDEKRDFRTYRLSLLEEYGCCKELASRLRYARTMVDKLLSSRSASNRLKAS
# EPAC1 antagonist: qHTS for Antagonist of cAMP-regulated guanine nucleotide exchange factor 3 (EPAC1): primary screen | Rap guanine nucleotide exchange factor 3 (Homo sapiens), O95398 | Potency, µM (series often up to 115 µM), without a hit: top-dose activity change, negative = inhibition, usual class: inhibitors | EPAC1 GEF assay, Rap1b-BODIPY-GDP exchange fluorescence | hit rate 0.14% among 360,000 | AID 720709, 2013;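 also: potency is read from the fitted curve at half-maximal effect; plate controls were vehicle for no effect and positive control for full effect; nearly all actives have a fitted effect of over 50% in size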
# PI5P4K alpha inh: qHTS for Inhibitors of phosphatidylinositol 5-phosphate 4-kinase (PI5P4K); PI5P4Kalpha enzyme, ADP-Glo luminescence, 60 min; active compounds read low; max response, %; hit rate 1.2% among 330,000; active = max response of -50% or lower; inconclusive = between -30% and -50%; inactive = -30% or higher; also: value at the top dose of about 77 µM; % is scaled to controls: 0 for no effect and ±100 for the full control effect
#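 Human PI5P4Kalpha with substrate in 0.038 M HEPES pH 7.4, 0.28 mM EGTA, 0.1% CHAPS, 5% DMSO; reaction started with 5 microM ATP (final), 60 min at room temperature. ADP formed read by ADP-Glo luminescence.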
# EPAC1 ag: qHTS for Agonist of cAMP-regulated guanine nucleotide exchange factor 3 (EPAC1): primary screen. hit rate 0.073% among 360,000. AID 720707, 2013. EPAC1 agonist qHTS, biochemical assay; response scale: 100% = response to 6.5 mM cAMP. Potency, µM (doses to about 154 µM), for the others: at the top dose activation, most hits filed as activators; also: potency is read from the fitted curve at half-maximal effect; nearly all actives have a fitted effect of over 60% in size
#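 Nucleotide exchange by EPAC1 (100 nM) on Rap1B–BODIPY-GDP (250 nM) in the presence of 50 uM GDP is tracked fluorescently at 480/540 nm over 30 min. Signals are normalized to a 6.5 mM cAMP control.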
# PTHR1 agonist: qHTS for PTHR1 Agonists: Primary Screen. HEK293 GP2 PTHR1 cells, GloSensor cAMP luminescence, 1 h. Potency, µM (doses to about 115 µM), without a hit: top-dose activation, hits mostly activators. hit rate 0.075% among 410,000. AID 743266, 2014. Parathyroid hormone/parathyroid hormone-related peptide receptor (Homo sapiens), Q03431; also: potency is read from the fitted curve at half-maximal effect; nearly all actives have a fitted effect of over 55% in size; some results filed as inactive show a strong effect at the top dose; inactives centre near -15; many of its hits are not listed in these tables
#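 HEK-293-derived GP2 cells expressing PTHR1 and a GloSensor cAMP reporter, 3,000/well, plated overnight, given luciferin plus IBMX (each 0.5 mM as added) for 1 h at 37 °C, then compound for 1 h at 37 °C. Luminescence was read after 15 min at room temperature.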
# GLP-1R inv ag: qHTS of GLP-1 Receptor Inverse Agonists (Inhibition Mode); Potency, µM (doses to about 38.3 µM), for the others: top-dose activity change, negative = inhibition, actives largely listed as inhibitors; hit rate 1.6% among 410,000; HEK293 GLP-1R CRE-luciferase, luminescence, 24 h; GLP-1R form is constitutively active; Glucagon-like peptide 1 receptor (Homo sapiens), P43220; AID 624417, 2012; also: potency is read from the fitted curve at half-maximal effect; % is scaled to controls: 0 for no effect and ±100 for the full control effect; nearly all actives have a fitted effect of over 55% in size
#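 Constitutively active GLP-1R drives a cAMP-responsive luciferase in stably transfected HEK293 cells; test compounds are added after overnight (12 h) attachment and left 24 hr, and signal loss in luminescence marks inhibition.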
# GLP1R cytotox: qHTS of GLP-1 Receptor Inverse Agonists: Cytotox Screen | HEK293 cAMP-luciferase reporter cells, luminescence, 24 h | hit rate 0.13% among 410,000 | AID 624418, 2012 | Potency, µM (series often up to 38.3 µM), inactives show at the highest dose activity change, negative = inhibition, most hits filed as inhibitors;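 also: loss of luciferase light is scored as toxicity; potency is read from the fitted curve at half-maximal effect; % is scaled to controls: 0 for no effect and ±100 for the full control effect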
#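 Quantitative HTS format, 1536 wells, 200 cells/uL seeded. Compounds: 23 nL, 24 h, 37 °C. Detection: luciferase reagent, luminescence at 12 min RT; decreased signal taken as cytotoxic.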
# An asterisk follows results filed as active; i = inactive; ? = inconclusive; nt = not tested or not shown; [ ] = dose if it differs, or a comment. Unless noted, calls follow the shape of the dose curve; as a rule, active = well fitted curve in the direction sought with a large enough effect; inconclusive = small, poorly fitted or top-dose-only effect, or another doubt; inactive = no such curve, though single readings can be large; an effect the other way counts as inactive or inconclusive. Only part of the results is shown (hit frequency here may not be typical).
canonical_smiles	IL2 activator	GLP-1R agonist	PLK1 PBD block	EPAC1 antagonist	PI5P4K alpha inh	EPAC1 ag	PTHR1 agonist	GLP-1R inv ag	GLP1R cytotox
Cc1nn(C(C)C)c(C)c1CN1CCCC(CCC(=O)NCc2ccccc2F)C1 (configuration not stated)	-3.3	8%	1%	21%	-5	4%	i	-19%	-1%
COc1ccc(/C=C2\SC(=O)N(CCNC(=O)C3CSC4(C)CCC(=O)N34)C2=O)cc1 (configuration not stated)	-0.6	1%	-13%	-9%	-8	-3%	-59%[inhibitor]	-10%	-6%
Cc1ccc(S(=O)(=O)N(C)c2ccc(OCC(=O)Nc3nc4ccccc4s3)cc2)cc1	-0.3	-2%	-3%	-16%	3	12%	-94%[inhibitor]	?	-1%
Cc1ccc(-c2nc3ccccc3n2C)o1	-1.7	-12%	-11%	5%	nt	-1%	-5%	-7%	1%
C1CCC(Nc2nnnn2C2CCCCC2)CC1	-0.1	0%	-3%	-5%	1	-15%	i	17%	-16%
COCCCNC(=O)CSc1nc2ccccc2c(=O)n1Cc1ccc2c(c1)OCO2	-0.6	0%	-4%	-1%	-7	-2%	-4%	11%[7.66 µM]	-2%[7.66 µM]
CCC(=O)N1CCC1(C)C(=O)NS(=O)(=O)c1cccc(C#N)c1 (configuration not stated)	0.6	-3%	-6%	1%	1	-8%	-14%	-22%	2%
COc1cccc2c1cc1c(=O)n(CC(=O)N3CCCC3)nc(C)n12	-4.4	-3%	?	-6%	-1	-8%	i	15%	-6%
CC(=O)c1sc(NC(=O)C(C)Oc2ccc3c(C)cc(=O)oc3c2)nc1C (configuration not stated)	-0.7	0%	-13%	-1%	3	16%	-11%	41%	2%
O=S(=O)(c1ccc(Br)s1)N1CCc2ccccc2C1	-2.1	7%	1%	-1%	nt	9%	-17%	13%	3%
CCOC(=O)N1CCC(NC(=O)C2CCCN(C(=O)N3CCOc4ccccc43)C2)CC1 (configuration not stated)	1.8	-5%	0%	-6%	7	6%	-17%[57.5 µM]	10%	-1%
CCOC(=O)C1CCCN(C(=O)c2ccc(F)c(C)c2)CC1 (configuration not stated)	0.6	2%	-5%	-5%	?	-7%	-4%	14%	1%
CCOc1ccc(CC2c3cc(OCC)c(OCC)cc3CCN2C(=O)c2cc(OC)c(OC)c(OC)c2)cc1OCC (configuration not stated)	-1.3	11%	1%	1%	4	-10%	0%[57.5 µM]	2%	-15%
Cc1ccc(N2C(=O)C(Cl)=C(N3CCCCCC3)C2=O)cc1	-0.3	7%	-11%	-16%	2	8%	-49%[inhibitor]	?	1%
COc1cccc(N=Nc2c(=O)[nH]n3c(=O)cc(C)[nH]c23)c1	-0.6	5%	-7%	-22%	-24	-6%	i	1%	?
CCOC(=O)COc1ccc(C(c2c(C)[nH][nH]c2=O)c2c(C)[nH][nH]c2=O)cc1	-1.6	9%	?	-15%	-3	4%	-9%	5%	-15%
c1ccc(Nc2nn[nH]n2)cc1	-0.7	1%	1%	0%	nt	8%	-7%[57.5 µM]	-1%	-22%
Cc1ccc(S(=O)(=O)N(CC(O)CN2CCCC2)c2ccccc2)cc1 (configuration not stated)	-1.7	1%	-9%	15%	nt	-6%	-15%	-119%	-10%
Cc1cc(N)n(Cc2ccc(Cl)cc2)n1	0.2	1%	-2%	-4%	-5	-6%	i	7%	-3%
CC(C)N(C(C)C)S(=O)(=O)c1ccc(NC(=O)c2cnccn2)cc1	0.8	9%	4%	-12%	1	6%	-8%	28%	-13%
CC(OC(=O)CCCN=C1NS(=O)(=O)c2ccccc21)C(=O)N(C)c1ccccc1 (configuration not stated)	1.9	0%	-3%	0%	7	-1%	i	-8%	8%
NC(=O)C1CCN(C(=O)/C=C/c2ccco2)CC1	-3.4	0%	-13%	0%	-6	7%	-3%	14%	3%
O=S(=O)(c1ccc(Cl)cc1)N1CCN(C(=S)Nc2ccc(F)c(Cl)c2)CC1	-3.5	-6%	-12%	-28%	-1	21%	-37%[inhibitor]	8.9µM*	-17%
COc1cccc(C2=CC(c3ccc(OC)c(OC)c3)NC(=S)N2)c1 (configuration not stated)	0.2	-6%	-16%	-10%	1	5%	-15%	12%	5%
CCOc1ccc(CN2CCNC(=O)C2CC(=O)NCc2csc(C(C)C)n2)cc1 (configuration not stated)	0.7	9%	-10%	12%	4	-2%	-11%	4%	-2%

# Structures listed so far printed as active in GLP-1R inv ag:
SMILES,IL2 activator,GLP-1R agonist,PLK1 PBD block,EPAC1 antagonist,PI5P4K alpha inh,PTHR1 agonist,GLP-1R inv ag
O=S(=O)(c1ccc(Cl)cc1)N1CCN(C(=S)Nc2ccc(F)c(Cl)c2)CC1,-3.5,-6%,-12%,-28%,-1,-37%[inhibitor],8.9µM*

# (more compounds)
canonical_smiles	IL2 activator	GLP-1R agonist	PLK1 PBD block	EPAC1 antagonist	PI5P4K alpha inh	EPAC1 ag	PTHR1 agonist	GLP-1R inv ag	GLP1R cytotox
CC1(CCc2ccccc2)NC(=S)N(c2ccc(Cl)cc2)N1 (configuration not stated)	-0.3	-4%	-13%	-8%	18	18%	-10%	?	-11%
CCOc1ccc(C(Nc2ccc(C)cc2)P2(=O)OCCC(C)O2)cc1 (configuration not stated)	0.9	-6%	0%	-11%	2	-4%	-15%[57.5 µM]	?	-15%
CC1=C(C(=O)OCc2ccccc2)C(/C=C/c2ccccc2)NC(=S)N1 (configuration not stated)	-3.1	6%	-13%	?	-2	7%	-4%	?	-1%
Cc1c(Cl)ccc2c1NC(=O)[C@]21N[C@@H](CCC(N)=O)[C@H]2C(=O)N(c3ccc(F)cc3)C(=O)[C@H]21	0.7	-4%	-3%	-14%	5	0%	i	-6%	1%
O=C(Cc1ccccc1)NCCCc1ccccc1	0.5	12%	-9%	16%	-4	16%	-1%	0%	1%
O=C(CCNC(=O)c1ccccc1Cl)NN1C(=O)NC2(CCCCC2)C1=O	-5.1	7%	-6%	-5%	3	2%	i	2%	5%
Cc1cc(NC(=O)c2ccc(Cl)cc2Cl)n(-c2ccccc2)n1	0.1	-3%	-16%	-5%	-14	-19%	i	18%	10%
COc1ccccc1-c1nnc(NC(=O)Cc2ccccc2)o1	0.5	-8%	3%	-1%	-8	1%	-18%	-16%	-15%
Cc1cccc(N(CC(=O)N2CCCCCC2)S(C)(=O)=O)c1C	0.3	-6%	-4%	13%	1	7%	-10%	-13%	-4%
CCN(CC)CCCNC(=O)c1cc2c(-c3ccc(Cl)cc3)nn(C)c2s1	-3.8	-7%	-6%	-9%	1	-11%	-20%	3.5µM*	?
COc1cc(C(=O)Nc2ccc3c(c2)OCCO3)ccc1-n1cnnn1	-2.1	-2%	0%	-8%	nt	14%	-15%[57.5 µM]	0%	-7%
O=C1NC[C@H](CCCCN2C[C@H](Cc3ccccc3)N(CCC3CCCCC3)C(=O)C2=O)N(CCc2ccccc2)C1=O	0.0	4%	-2%	-22%	6	-6%	-87%[inhibitor]	10%	-9%
CC(OC(=O)/C=C/c1ccccc1)C(=O)N1CCc2ccccc21 (configuration not stated)	-3.6	2%	1%	-28%	11	8%	-78%[inhibitor]	-11%	2%
OCC1(CCc2ccccc2)CCN(Cc2c(F)ccc(F)c2F)CC1	1.8	4%	-2%	2%	2	-2%	-2%	?	-18%
Cc1ccc(C(=O)Nc2ccc(C(=O)O)cc2NC(=O)c2ccc(C)cc2)cc1	0.2	-2%	-3%	-5%	0	4%	-19%	5%	-19%
CC1SC(c2ccc(F)cc2)NC1=O (configuration not stated)	-1.2	15%	-18%	-1%	7	3%	-11%	1%	2%
O=C(NCCCN1CCCC1=O)c1ccc2c(c1)NC(=O)C(N1CCOCC1)S2 (configuration not stated)	-3.6	3%	-8%	-8%	0	1%	-7%	0%	15%
COc1ccc(S(=O)(=O)N/N=c2\oc3c(OC)cccc3cc2S(=O)(=O)c2ccc(C)cc2)cc1OC	-1.2	-2%	-11%	9%	-5	2%	-10%	181%[activator]	0%
Cc1cc(CNC(=O)CC2C(=O)NCCN2Cc2ccccc2C(F)(F)F)nn1C (configuration not stated)	2.0	-7%	-21%	0%	1	-1%	-7%	18%	1%
Cc1cccc(NC(=S)N2CCN(Cc3ccccc3)CC2)c1C	0.2	-10%	-3%	3%	4	4%	i	?	-13%
CCCCN(CC)CCNC(=O)CCC(=O)Nc1ccc2nc(N3CCN(C)CC3)cc(C)c2c1	-1.7	11%	-21%	-2%	2	-3%	7%	?	372%[activator]
CCc1ccc(NC(=O)CSc2nc3ccccc3c(=O)n2CCCN2CCC(C)CC2)cc1	-3.7	14%	-5%	-27%	-1	-2%	-24%	?	?
O=C1N(c2ccc(Cl)cc2)C(c2ccc(Cl)cc2)N2CCCN12 (configuration not stated)	0.0	-1%	-14%	-2%	0	-6%	-12%	?	-14%
CC(C)OP(=O)(OC(C)C)C(O)c1ccc2c(c1)OCO2 (configuration not stated)	-3.8	0%	0%	-9%	-3	-6%	i	17%	0%
COCCCNC(=O)c1ccc(CSCc2ccc(C)cc2)o1	-5.1	4%	-7%	6%	-6	-13%	-9%	-29%	-3%
COc1c(C)cc(Br)cc1C(=O)Nc1ccc(C)cc1[N+](=O)[O-]	-3.5	-1%	-7%	5%	1	1%	-13%	1%	6%

# Bioassay records (PubChem)
